# IMPase cell inh – qHTS Assay for Identifying the Cell-Membrane Permeable IMPase Inhibitors; Inositol monophosphatase 1 (Rattus norvegicus), P97697; CHO-M1 cells, IP1 accumulation, HTRF TR-FRET ratio; inhibition (IP1 accumulation), % at 46.1 µM; 120,000 tested, under 10 active; AID 901, 2007; active = well fitted curve in the direction sought with a large enough effect in the signal ratio, not every such curve was filed as active; inconclusive = small, poorly fitted or top-dose-only effect, or a change in a side signal; inactive = no such curve, though single readings can be large or run the other way; the % refers to the signal ratio;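 also: cells stimulated with carbachol in lithium chloride buffer; plate controls were DMSO basal wells for no effect and reference inhibitor wells for full effect; higher means more IMPase inhibition seen as more IP1 and lower FRET ratio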
# Target sequence (P97697 whole entry, looked up): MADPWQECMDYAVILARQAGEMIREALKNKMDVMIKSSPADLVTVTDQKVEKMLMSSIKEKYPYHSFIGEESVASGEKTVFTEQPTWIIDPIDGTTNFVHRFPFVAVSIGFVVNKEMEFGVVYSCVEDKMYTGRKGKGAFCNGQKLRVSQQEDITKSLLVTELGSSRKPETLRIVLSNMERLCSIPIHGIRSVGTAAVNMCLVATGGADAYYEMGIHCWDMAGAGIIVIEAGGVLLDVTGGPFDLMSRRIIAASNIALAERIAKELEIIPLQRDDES
#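 Cellular IMPase inhibition is scored as a rise in cytosolic IP1, detected by competitive TR-FRET between d2-labelled IP1 and a europium anti-IP1 antibody. M1-expressing CHO cells were stimulated with carbachol for 30 min at 37C, with lithium (50 mM LiCl) present in the buffer.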
# Active calls of the source: *; ? = inconclusive.
SMILES,IMPase cell inh
CC1CCc2c(sc(NC(=O)Cc3ccccc3)c2C(=O)Nc2ccc(Cl)cc2)C1 (configuration not stated),-1
CCCOc1ccc(C(=O)Nc2ccc(Cl)c(-c3nc4ncccc4o3)c2)cc1,8
Cc1ccc(Cl)cc1NC(=O)/C(C#N)=C\c1cn(Cc2ccc(F)cc2)c2ccccc12,-9
O=C(Nc1ccc2oc(-c3cccnc3)nc2c1)c1ccc(-c2ccc(OC(F)(F)F)cc2)o1,-8
O=C(Cc1ccc(Cl)cc1)Nc1ccc2nn(-c3ccccc3)nc2c1,-11
COc1ccc(Br)cc1C(=O)Nc1ccc(-c2nc3ncccc3o2)cc1C,-6
COc1ccc(/C=C/C(=O)Nc2ccc(C)cc2)cc1,2
CCc1cccc(NC(=O)C2CCN(S(=O)(=O)c3ccc(Br)s3)CC2)c1,13
CCCc1nc2ccccc2n2c(-c3cccc(C)c3)c3c(=O)n(C)c(=O)n(C)c3c12,7
COc1ccc(N(C(=O)c2ccccc2C)S(=O)(=O)c2ccc(Cl)cc2)cc1,5

# 4 successive records out of the list so far, for reference:
SMILES,IMPase cell inh
COc1ccc(/C=C/C(=O)Nc2ccc(C)cc2)cc1,2
CCc1cccc(NC(=O)C2CCN(S(=O)(=O)c3ccc(Br)s3)CC2)c1,13
CCCc1nc2ccccc2n2c(-c3cccc(C)c3)c3c(=O)n(C)c(=O)n(C)c3c12,7
COc1ccc(N(C(=O)c2ccccc2C)S(=O)(=O)c2ccc(Cl)cc2)cc1,5

# (cont.)
SMILES,IMPase cell inh
CCOc1ccc(-n2nc3ccc(NC(=O)c4ccc(-c5cccc(Cl)c5)o4)cc3n2)cc1,?
O=S(=O)(c1ccccc1)c1nc(-c2cccs2)oc1N1CCCCC1,1
Cc1cccc(N2CCN(C(c3ccccc3)c3nnc(-c4ccccc4F)o3)CC2)c1C (configuration not stated),6
CC(C)CCSc1nc2c(c(=O)n(C)c(=O)n2C)n1Cc1ccccc1Cl,12
Cc1ccc(C(=O)COC(=O)c2cc(-c3cccs3)nc3ccccc23)cc1,6
COc1ccccc1-c1ncnn1-c1sc2c(c1C#N)CCCCC2,-5
CCCCOc1ccc(C2c3c(oc4ccccc4c3=O)C(=O)N2c2nc(C)c(C(=O)OCC)s2)cc1OC (configuration not stated),-3
CCOC(=O)c1c(-c2ccc(OC)cc2)oc2ccc(OCc3ccc(F)cc3F)cc12,-3
CCOc1ccc(NC(=O)C(=O)NCc2ccco2)cc1,-1
Cc1ccc(-c2nnc(Nc3ccc(Br)cc3)c3ccccc23)cc1S(=O)(=O)N1CCCCC1,11
Cc1ccc(C)c(N2CCN(C(c3ccccc3)c3nnc(-c4ccccc4)o3)CC2)c1 (configuration not stated),0
COc1cccc(-c2nnc(SCC(=O)N3CCCCC3)o2)c1,7
CCCOc1ccc(C(=O)N(Cc2ccccc2Cl)C2CCS(=O)(=O)C2)cc1 (configuration not stated),3
CCc1ccc(C(=O)CSc2nc(-c3ccccc3)nc3c2CCCC3)cc1,-11
CCC(Oc1ccc(F)cc1)C(=O)Nc1c(C(=O)c2ccc(C)cc2)oc2ccccc12 (configuration not stated),8
CC(C)NS(=O)(=O)c1ccc(OCC(=O)N2CCN(c3cccc(Cl)c3)CC2)cc1,9
Cc1ccc(N2CCN(C(=O)c3cc4cc5ccc(C)cc5nc4s3)CC2C)cc1 (configuration not stated),1
Cc1ccc(-c2nn(C)c(=O)c3ccccc23)cc1S(=O)(=O)NCCCN(C)C,9
Cc1ccc(-n2nc3cc(C)c(NC(=O)c4ccc(-c5ccccc5)o4)cc3n2)cc1,-7
Cc1cc(-c2nc3ncccc3o2)ccc1NC(=O)c1ccccc1Br,-3
COc1cccc(-c2ccc(-c3noc(-c4ccccc4Br)n3)c(OC)n2)c1,?
CCOc1ccc(-n2nc3cc(C)c(NC(=O)c4cc(OCC)c(OCC)c(OCC)c4)cc3n2)cc1,-1
CCOC(=O)c1c(NC(=O)c2cc(Cl)ccc2Cl)sc2c1CCCC2,-10
COc1cc(OC)cc(-c2nc(-c3cccc(C)c3)no2)c1,14
Cc1nn(C(=O)COc2ccc(Cl)cc2)c(C)c1Sc1ccccc1,-8
CN(Cc1ccccc1)C(=O)CCS(=O)(=O)c1cc(Br)cc2c1N(C(=O)C1CC1)CC2,9
Cc1ccc(Oc2c(C(F)(F)F)oc3c(CN4CCCCC4)c(O)ccc3c2=O)cc1,2
Cc1ccccc1-n1c(SCC(=O)Nc2ccc(Cl)cc2Cl)nc(O)cc1=O,-4
O=C(Cn1c(=O)n(Cc2ccc(C(=O)NCc3ccccc3Cl)cc2)c(=O)c2ccccc21)Nc1ccc(F)cc1,-1
CCOC(=O)c1c(NC(=O)C(C)Oc2ccc(Cl)c(C)c2)sc2c1CCCC2 (configuration not stated),-17
Cc1cc(C)c(S(=O)(=O)NCCc2cc3cc(C)c(C)cc3[nH]c2=O)c(C)c1,4
CCc1ccc(C(=O)CC2(O)C(=O)N(CCc3ccccc3)c3ccc(Cl)cc32)cc1 (configuration not stated),-17
COc1cc(C(=O)Nc2nnc(CC(C)(C)C)s2)cc(OC)c1OC,-8
COc1cc(C2Nc3ccccc3-c3nnc(SCc4ccc(Cl)cc4)nc3O2)ccc1OCC(=O)O (configuration not stated),1
Cc1ccc(Cl)cc1N1CCN(C2(c3ccccc3)C(=O)c3ccccc3C2=O)CC1,5
CCCCNC(=O)CC1N=C2c3ccccc3N=C(SCC(=O)NCc3ccccc3Cl)N2C1=O (configuration not stated),4
Cc1ccccc1OCC(=O)Nc1ccc2oc(-c3ccc(F)cc3)nc2c1,-1
COc1ccc(C)cc1NC(=O)CN(c1ccccc1)S(=O)(=O)N(C)C,2
Cc1cccc(NC(=O)CCS(=O)(=O)c2cc(Br)cc3c2N(C(=O)C2CC2)CC3)c1C,3
COc1ccc(S(=O)(=O)N(CCc2ccccc2)CC(=O)Nc2cc(C)ccc2C)cc1,-8

# 5 of the entries above in order of their number in IMPase cell inh, high to low:
smiles,IMPase cell inh
Cc1ccc(Cl)cc1N1CCN(C2(c3ccccc3)C(=O)c3ccccc3C2=O)CC1,5
COc1ccc(C)cc1NC(=O)CN(c1ccccc1)S(=O)(=O)N(C)C,2
COc1cc(C2Nc3ccccc3-c3nnc(SCc4ccc(Cl)cc4)nc3O2)ccc1OCC(=O)O (configuration not stated),1
Cc1ccccc1OCC(=O)Nc1ccc2oc(-c3ccc(F)cc3)nc2c1,-1
COc1ccc(S(=O)(=O)N(CCc2ccccc2)CC(=O)Nc2cc(C)ccc2C)cc1,-8

# The list continues.
SMILES,IMPase cell inh
CCOC(=O)c1ccccc1NC(=O)c1sc2ccccc2c1Cl,-7
CCc1ccc2oc(-c3ccc(NC(=O)c4cc5ccccc5o4)cc3)nc2c1,-2
O=C(NCCCN1CCN(c2ccccc2F)CC1)c1nnc(Cc2ccc(Cl)cc2Cl)o1,3
CC(C)CC(NC(=O)C1CCC(C)CC1)C(=O)OCC(=O)c1ccc(Cl)cc1 (configuration not stated),0
CC(C)(C)C1CCc2c(sc(NC(=O)c3cccc(Cl)c3)c2C(N)=O)C1 (configuration not stated),-5
CCCCn1cnc2cc(NC(=O)c3cc(OC)c(OC)c(OC)c3)ccc21,3
COc1ccc(C(=O)Nc2ccc(-c3cc4ccccc4oc3=O)c(C)c2)cc1OC,4
Cc1ccc(C(=O)CSc2nc(-c3ccccc3)nc3c2CCCC3)cc1C,-11
COc1ccc(-c2nc3ccccc3n2Cc2ccc(Cl)cc2)cc1,13
O=C(CSc1nc(-c2cccc(F)c2)[nH]c1-c1ccccc1)Nc1ccc2c(c1)OCO2,9
CCc1nc2ccccc2n2c(-c3ccccc3)c3c(=O)n(C)c(=O)n(C)c3c12,2
Cc1ccc([N+](=O)[O-])cc1NC(=O)CN(c1ccccc1)S(=O)(=O)N(C)C,3
Cc1ccc2c(c1)c(=O)c1ccccc1n2CCCC(=O)Nc1ccc(F)cc1F,-2
O=C(Nc1cccc(C(F)(F)F)c1)c1cccc(C(=O)Nc2cccc(C(F)(F)F)c2)c1,3
COc1ccc(C2C(C(=O)Nc3cccnc3)=C(C)Nc3nc(-c4ccccc4)nn32)cc1OC (configuration not stated),1
CCOc1ccccc1NC(=O)c1c(NC(=O)Cc2ccc(OC)cc2)sc2c1CCC2,-14
CCOC(=O)c1c(C)oc2ccc(N(C(=O)Oc3ccccc3)S(=O)(=O)c3ccccc3)cc12,?
Cn1c(=O)n(C)c2cc(NS(=O)(=O)c3ccc(F)cc3)c(NCc3ccccc3)cc21,3
CCOC(=O)C1=C(C)NC(=O)NC1c1cn(-c2ccccc2)nc1-c1ccc(OC(C)C)cc1 (configuration not stated),9
COC(=O)c1c(NC(=O)CCCOc2ccccc2)sc2c1CCC(C)C2 (configuration not stated),4
CCOC(=O)c1[nH]c2c(c1Cc1ccccc1)C(=O)CC(c1ccccc1)C2 (configuration not stated),14
COC(=O)c1ccccc1NC(=O)c1cc2nc(-c3ccc(OC)cc3)cc(C(F)(F)F)n2n1,-4
CC(C)c1ccc(NC(=O)N2c3ccccc3Sc3ccccc32)cc1,?
Oc1ccccc1-c1nc(/C=C/c2ccccc2Cl)no1,2
CCOc1ccc(NC(=O)c2cc3c(n(-c4ccc(OC)cc4)c2=O)CC(C)(C)CC3=O)cc1,-7
COc1cc(C(=O)N2CCN(C(=O)COc3cccc(C)c3)CC2)cc(OC)c1OC,4
O=C(COc1ccc(Cl)cc1Cl)Nc1ccc(C(=O)OC2CCCCC2)cc1,0
COc1ccc(-c2cc(C(=O)Oc3ccc(Cl)cc3)c3ccccc3n2)cc1,-7
CCN(CC)CCn1c(=N)n(CC(O)COc2ccccc2C)c2ccccc21 (configuration not stated),15
COc1cccc(Cn2c(NCc3ccc(C)cc3)nc3c2c(=O)n(C)c(=O)n3C)c1,0

# Two entries from above, reformatted:
Molecule	IMPase cell inh
CCc1ccc(C(=O)CSc2nc(-c3ccccc3)nc3c2CCCC3)cc1	-11
CCC(Oc1ccc(F)cc1)C(=O)Nc1c(C(=O)c2ccc(C)cc2)oc2ccccc12 (configuration not stated)	8

# (cont.)
SMILES,IMPase cell inh
CCOc1ccc(NC(=O)Cn2c(=O)n(CCCS(=O)(=O)C3CCCCC3)c(=O)c3ccccc32)cc1,1
Cc1ccccc1Nc1c(-c2ccc(O)cc2)nc2c(C)cccn12,-15
COc1ccccc1N1CCN(C(=O)c2ccc(Nc3nc4ccccc4n4nnnc34)cc2)CC1,1
CCOC(=O)c1ccc(NC(=O)CSc2nc(-c3ccc(OC)cc3)cc(C(F)(F)F)c2C#N)cc1,?
CCCOc1ccc(-c2nc3ccc(Br)cc3c(=O)o2)cc1,-1
CCn1c(=O)c(C(=O)Nc2cc(OC)c(OC)c(OC)c2)nc2ccccc21,1
O=C(Nc1cc2c(cc1C(=O)c1ccccc1)OCCO2)c1ccc(Br)cc1,6
CCOC(=O)c1nc(Nc2ccccc2C)c2ccccc2n1,5
CCc1ccccc1NC(=O)CN(c1ccccc1OC)S(=O)(=O)c1ccc(C)cc1,4
COc1cc2c(-c3ccc(C)cc3)nc3c(c(C)nn3-c3ccccc3)c2cc1OC,-3
Cc1cccc(NC(=O)Cn2cc(C(=O)C3CCCCC3)c3ccccc32)c1C,6
CC1CCCc2sc3nc(SCC(=O)c4ccc(Br)cc4)nc(N)c3c21 (configuration not stated),3
COC(=O)CNC(c1ccccc1)c1cc(Br)ccc1NC(=O)c1ccccc1 (configuration not stated),0
CCc1nnc2c(Nc3ccccc3Br)nc3ccccc3n12,-5
Cc1ccc(OCc2nc3ccccc3n2Cc2ccccc2Cl)cc1,4
CCCCC(=O)N1c2ccccc2C(C)(c2ccccc2)CC1(C)C (configuration not stated),13
COc1cccc(NC(=O)C2CCCN(S(=O)(=O)c3cccc4nonc34)C2)c1 (configuration not stated),4
CCOC(=O)c1c(NC(=O)CCCOc2ccc(Cl)cc2)sc2c1CCC2,-7
O=C(Nc1ccc2oc(-c3cccnc3)nc2c1)c1ccc(-c2cccc(OC(F)(F)F)c2)o1,-15
CCOC(=O)N1CCN(C(=O)CN(c2ccccc2F)S(=O)(=O)c2ccc(C)cc2)CC1,-5
COc1cc(NC(=O)CCN2CCN(c3ccccc3)CC2)cc(OC)c1,0
CCc1cccc(CC)c1NC(=O)CN1C(=O)C(=O)c2ccccc21,10
CCCOc1ccc(C2CC(=O)Nc3c2c(=O)n(C)c(=O)n3C)cc1OC (configuration not stated),8
COC(=O)COc1ccc(C2C(C(=O)OC)=C(C)NC3=C2C(=O)c2ccccc23)cc1OC (configuration not stated),6
COCCCn1c(=N)c(C(=O)NC2CCCC2)cc2c(=O)n3cccc(C)c3nc21,-1
Cc1ccc2nc(-c3ccc(Cl)c(NC(=O)c4ccc(Br)o4)c3)oc2c1,2
CC1=Nc2cc(C(=O)N3CCCCC3)ccc2Sc2ccc(C)cc21,10
Cc1cccc(-c2c3c(=O)n(C)c(=O)n(C)c3c3cnc4ccccc4n23)c1,?
CCc1nn(-c2ccccc2)c2nc(-c3ccccc3OC)c3cc(OC)c(OC)cc3c12,-6
Cc1cc(C)c(S(=O)(=O)N2CCN(Cc3ccc4c(c3)OCO4)CC2)cc1C,-12
CCOC(=O)c1c(C)oc2c(Cl)cc(NS(=O)(=O)c3ccc(Cl)c(C)c3)cc12,-1
CCSc1nc2sc3c(c2c(=O)n1-c1ccc(C)cc1)CCCC3,-8
CC1CCc2c(sc3nnn(Cc4ccccc4)c(=O)c23)C1 (configuration not stated),21
Cc1cccc(NC(=O)CN2C(=O)c3cccc4cccc2c34)c1C,-1
CCc1ccc(CNC(=O)c2ccc3c(c2)N=C(C)c2cc(C)ccc2S3)cc1,12
CC(C)(C)c1ccc(Cn2c(Cc3ccccc3)nc3ccccc32)cc1,7
Cc1cc(NC(=O)CCS(=O)(=O)c2cc(Br)cc3c2N(C(=O)C2CC2)CC3)ccc1Br,4

# These rows are one share of the data; the hit share may differ from the screen's.
